HIV peptide binding: inhibitors of HIV fusion peptide binding, primary screen, biochemical, uHTS, fluorescence dequenching (AID 1986); cell-free peptide binding, fluorescence dequenching, 30 min; higher % means a stronger effect; inhibition, % at 20 µM; hits with a dose series show IC50 in µM; 290,000 tested, 0.3% active; in the data active = inhibition mostly above about 52%, no sharp cut-off; inactive = mostly below about 76%; also: some results filed as inactive read as strong as hits
WT yeast gro inh: growth inhibition of WT strain, primary screen, mitochondrial fusion inhibitor project, WT and mutant strains, chemical genetic; mitochondrial fusion phenotypic screen; inhibition, % at 10 µM; 190,000 tested, 2.1% active; in the data active = inhibition above about 58%; tested in S. cerevisiae
Yfh1-depleted yeast: enhancers of respiration in Yfh1-depleted yeast, dose response, Friedreich's ataxia, plus single-dose screen (AID 1465); fold induction at 50 µM, or EC50 in µM where a hit was titrated; 220,000 tested, 0.074% active; S. cerevisiae Yfh1-off respiration, WST-1 reduction, 72 h; higher fold induction means a stronger effect;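 active = fold induction of absorbance versus untreated yeast above a set limit, then at least 30% activation at any dose in follow-up; inconclusive = repeats straddling the limit, or above it without dose testing; inactive = fold induction below the set limit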;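 also: activators that raise dye reduction in frataxin-depleted yeast; strong numbers were not always called active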
b-catenin transl: modulators of beta-catenin nuclear translocation, primary screen, imaging, HeLa cells, immunofluorescence, high-content; nuclear translocation activity, % at 5 µM; 190,000 tested, 0.3% active;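 active = nuclear translocation activity above 50% at 5 µM, with a well cell count of 50 or more; inconclusive = wells under 50 cells across six images, flagged as toxic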;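 also: per-cell ratio of nuclear to cytoplasmic median beta-catenin stain intensity; plate controls were DMSO negative control for no effect and GSK-3 inhibitor IX positive control for full effect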
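Test system: human HeLa cells, native beta-catenin. Compound dosing: 5 µM primary single dose, 0.1% DMSO, 0.02–20 µM confirmation series. Incubation: compound exposure 24 h at 37°C. Detection: beta-catenin immunostaining with DAPI counterstain, 20x imaging, 6 fields/well. Read-out basis: Nuclear/cytoplasmic beta-catenin signal ratio, % activation.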
MT stabilize HCS: microtubule stabilizers in HeLa cells, primary screen, imaging, high-content imaging; 200,000 tested, 0.83% active; HeLa tubulin immunostaining HCS, 24 h; share of cells brighter than vehicle mean+2SD; % tubulin-high responders, % at 10 µM; AID 2205, 2009;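 active = plate Z-score above 3 for both tubulin-high and condensed-nucleus cell shares, with cell loss under 80%, at 10 µM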;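 also: anti alpha tubulin signal scored within the nucleus-defined area of each cell; some results filed as inactive read as strong as hits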
Autophagy HCS: autophagy modulators in MEF cells, primary screen, imaging, high-content, MEF GFP-LC3; 190,000 tested, 0.98% active; AID 463193, 2010; MEF GFP-LC3 puncta imaging; test concentration mostly 10 µM; calls only at 10 µM (by protocol);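 active = percentage of spot-positive cells more than 3 SD above its plate mean, without a fluorescence outlier flag or 80% toxicity; inconclusive = no clear call, values can overlap the other calls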;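 also: spot-positive cell cutoff set from DMSO-treated cells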
AID2073: inhibitors of Mint1-CaV2.2 protein interaction, biochemical, HTRF (AID 2073). HTRF protein-protein interaction, Mint1-CaV2.2; higher % means a stronger effect. inhibition, % at 20 µM; hits with a dose series show IC50 in µM. 290,000 tested, 0.19% active; in the data active = inhibition mostly above about 51%, no sharp cut-off; inconclusive = no clear call, values can overlap the other calls; inactive = mostly below about 53%; also: some results filed as inactive read as strong as hits
Ins promoter up: insulin promoter activators in MIN6 cells, imaging, high-content screening, mouse beta cells; MIN6 insulin promoter-GFP reporter; hits give high values; z-score at 5 µM; 190,000 tested, 0.3% active; AID 1625, 2009;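 active = z-score above 3 at 5 µM with at least 500 cells counted in the well; inconclusive = wells under 500 cells, flagged as cytotoxic or low count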
Dynein transport: inhibitors of GR-EGFP nuclear translocation, primary screen, dynein cargo transport inhibitor project, imaging, high-content, 3617.4 mouse cells. test concentration mostly 20 µM; stimulated with dexamethasone, 1 µM; hits give low values. z-score, hits read low. 220,000 tested, 0.47% active. AID 1381, 2008;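 active = plate z-score of nuclear minus cytoplasmic receptor signal below a set negative limit, without overly bright fluorescence or cell loss, cut at about -3.5 in these data, passing the limit was not always enough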;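 also: z-score of nuclear minus cytoplasmic ring GR-EGFP intensity difference per well; some compounds called inactive have numbers as strong as hits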
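Medium: Induction medium lacking tetracycline, stripped serum | Probe or stimulus: 1.0 µM final dexamethasone stimulus | Schedule: 48 h induction, then 1 h compound, then 30 min agonist, 37 °C | Signal: Automated 10x imaging of fixed Hoechst-stained cells | Evaluation: Per-cell GR-EGFP intensity, nucleus versus surrounding cytoplasmic ring, well-averaged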
WT yeast gro inh mutant strain: also measured in WT yeast gro inh; calls as there; inhibition, %; mitochondrial fusion phenotypic screen, mutant strain inhibition
Dynein transport cytoplasmic EGFP: recorded beside Dynein transport, whose call it bears; z-score; measured here: cytoplasmic GR-EGFP intensity; hits give high values
Dynein transport nuclear GR-EGFP: recorded beside Dynein transport, whose call it bears; z-score; measured here: nuclear GR-EGFP intensity;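 lower value marks the stronger effect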
Dynein transport cell count: further read-out of Dynein transport, marked with its call; z-score; measured here: cell count per field
Ins promoter up cell count: second read-out of Ins promoter up, no call of its own (marks repeat the call); cell count; measured here: cytotoxicity, nuclei count;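 total cells summed across four imaged fields per well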
b-catenin transl cell count 5 µM: further read-out of b-catenin transl, marked with its call; cell count; measured here: cell count, cytotoxicity flag
MT stabilize HCS Hoechst-high %: also measured in MT stabilize HCS; calls as there; % Hoechst-high responders; measured here: nuclear condensation Hoechst responders;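 share of cells brighter than vehicle mean plus two SD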
MT stabilize HCS cytotoxicity %: second read-out of MT stabilize HCS, no call of its own (marks repeat the call); toxicity, %; measured here: cytotoxicity by cell density;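 0% = mean cell density of plate MIN control wells and 100% = no cells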
Autophagy HCS cell loss 18 h: further read-out of Autophagy HCS, marked with its call; toxicity, %; measured here: cell loss, nuclei count;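 cell loss after 18 h compound exposure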
* = called active by the depositor; i = inactive; ? = inconclusive; . = no result given.

SMILES	HIV peptide binding	WT yeast gro inh	WT yeast gro inh mutant strain	Yfh1-depleted yeast	b-catenin transl	b-catenin transl cell count 5 µM	MT stabilize HCS	MT stabilize HCS Hoechst-high %	MT stabilize HCS cytotoxicity %	Autophagy HCS	Autophagy HCS cell loss 18 h	AID2073	Ins promoter up	Ins promoter up cell count	Dynein transport	Dynein transport cytoplasmic EGFP	Dynein transport nuclear GR-EGFP	Dynein transport cell count
COc1ccc(C(=O)CSc2nc3[nH]ncc3c(=O)[nH]2)cc1	1.3%	-17.0	9.9	i	0.5	1124	2.8	3.6	7.7	i	6.9	-4.9%	0.14	1294	-0.932	-0.334	-0.0898	0.683
CCn1c(SCC(N)=O)nc2c1c(=O)n(C)c(=O)n2C	1.6%	-2.9	1.6	i	.	.	2.6	2.2	6.0	i	5.9	?	0.81	1415	-0.394	-0.269	-0.0181	-0.0455
O=C(c1ccccc1)c1cccn1CC(=O)N1CCc2ccccc2C1	-1.1%	14.2	-1.1	i	0.4	1116	2.9	2.0	1.3	i	29.3	-9.8%	.	.	6.14	-0.159	3.32	-1.98
O=C(c1ccc(Cl)cc1)[C@@H]1[C@@H]2C(=O)N(c3cccc4ccccc34)C(=O)[C@@H]2C2c3ccccc3C=NN21 (stereo partly drawn)	12.1%	18.2	-10.2	i	-1.8	507	2.2	1.4	2.8	i	26.6	43.9%	-0.27	1241	0.319	-0.241	0.295	0.494
CCOC(=O)c1sc(NC(=O)c2cc(S(=O)(=O)N3CCOCC3)ccc2C)nc1C	-2.0%	7.6	-13.6	i	-1.8	1029	2.8	1.5	4.9	i	-6.1	9.6%	-1.94	1262	-0.699	-0.211	-0.396	0.789
CCSc1ccccc1C(=O)Nc1ccc2c(c1)OCO2	-0.7%	14.0	6.3	i	0.2	1429	1.4	1.7	4.1	i	27.4	34.2%	-0.42	1302	0.479	-0.131	0.277	-0.2
C=CCN1C(=O)c2cccc3c(Br)ccc(c23)C1=O	2.8%	27.4	-4.7	i	.	.	3.7	1.9	4.8	i	21.9	2.5%	1.12	1320	-0.674	-0.237	-0.191	0.516
C=CCN1C(=O)NC(c2ccc(OC)cc2)(C(F)(F)F)S/C1=C(\C#N)c1nnc(N2CCOCC2)n1-c1ccccc1 (stereo not drawn)	-2.2%	-5.6	-14.6	i	2.7	513	2.4	2.7	8.2	i	-2.0	-11.8%	-0.24	1203	-1.58	-0.0325	-1.11	0.53
Cc1cc(N)c(-n2cc3c(=O)n(C)c(=O)n(C)c3c2)cc1C	0.7%	23.5	-0.4	i	-0.5	1139	4.3	2.1	9.7	i	16.9	1.0%	-0.45	878	-1.83	0.115	-0.713	0.995
CC1CCN(C(=S)c2cn(Cc3cccc(F)c3)c3ccccc23)CC1	-1.0%	71.3*	47.6*	i	.	.	3.6	2.5	6.7	i	29.2	2.4%	0.49	1211	1.7	-0.234	0.922	-1.06
COC(=O)c1c(S(=O)(=O)NCc2ccccc2)sc(C(=O)O)c1C	1.1%	7.2	15.6	i	-3.8	1241	1.4	0.7	5.1	i	2.7	-8.2%	1.38	811	-0.83	0.212	-0.108	0.1
Cn1cccc1-c1nc2ccc(NC(=O)c3ccccc3)cc2[nH]1	-0.3%	-0.1	4.3	i	.	.	3.1	2.2	5.7	i	-0.5	-2.7%	-0.74	1260	-1.35	-0.00646	-0.66	0.691
COC(=O)c1cnn(-c2nc(OC)cc(OC)n2)c1C	1.5%	10.7	20.0	i	-3.5	560	2.8	2.5	1.0	i	23.4	26.6%	0.18	1361	-0.0659	-0.27	-0.0419	0.98
O=C(CSc1nnc2ccccn12)Nc1ccccc1C(=O)NC1CC1	-0.2%	13.8	-3.7	i	.	.	6.3	2.8	22.1	i	12.9	21.2%	.	.	1.1	-0.126	0.854	-0.674
COc1cccc(-c2nn(-c3ccccc3)cc2/C=C(/NC(=O)c2ccccc2)C(=O)O)c1	5.3%	.	.	i	-1.4	1370	.	.	.	.	.	9.0%	0.24	1081	-0.592	-0.239	-0.288	0.964

Copied from the list:
CCSc1ccccc1C(=O)Nc1ccc2c(c1)OCO2 in WT yeast gro inh mutant strain is entered as 6.3
Cc1cc(N)c(-n2cc3c(=O)n(C)c(=O)n(C)c3c2)cc1C in MT stabilize HCS cytotoxicity % is entered as 9.7

Continued.
SMILES	HIV peptide binding	WT yeast gro inh	WT yeast gro inh mutant strain	Yfh1-depleted yeast	b-catenin transl	b-catenin transl cell count 5 µM	MT stabilize HCS	MT stabilize HCS Hoechst-high %	MT stabilize HCS cytotoxicity %	Autophagy HCS	Autophagy HCS cell loss 18 h	AID2073	Ins promoter up	Ins promoter up cell count	Dynein transport	Dynein transport cytoplasmic EGFP	Dynein transport nuclear GR-EGFP	Dynein transport cell count
CCC(C)NC(=O)NCc1ccccc1F (stereo not drawn)	2.2%	-3.4	-6.0	i	-0.1	1488	6.1	1.4	8.9	i	15.1	6.8%	-0.32	1464	0.672	-0.328	0.51	-0.178
CCC(=O)NCCCc1nc2ccccc2n1Cc1ccccc1F	1.1%	-2.5	8.6	i	-3.3	1099	1.6	2.0	6.0	i	-13.2	-6.2%	0.55	1548	-0.0439	-0.244	-0.116	0.36
CC12CCC(C(=O)NNc3ccc([N+](=O)[O-])cc3)(CC1=O)C2(C)C (stereo not drawn)	-2.6%	-0.8	15.4	i	1.7	482	4.6	1.8	8.0	i	-6.0	-5.7%	0.34	1275	-0.213	-0.232	-0.0621	0.836
COC(=O)CSc1snnc1-c1ccc(Cl)cc1Cl	-2.0%	10.2	7.6	i	-3.3	1202	2.8	1.8	5.9	i	3.3	-1.4%	0.63	999	0.253	-0.239	0.082	0.922
CCc1cccc(NC(=S)N(CCCN2CCOCC2)C(C)c2cc3cccc(OC)c3o2)c1 (stereo not drawn)	-1.2%	16.8	7.2	i	-1.0	1090	2.4	2.3	8.8	i	2.3	-10.0%	-0.99	1259	-1.41	-0.304	-0.772	1.5
COc1ccc(S(=O)(=O)n2oc(=O)cc2-c2ccccc2)cc1OC	-1.8%	4.1	8.0	i	-0.2	1093	3.2	2.7	1.7	i	0.3	5.3%	1.16	771	1.26	-0.215	0.828	-0.223
CC1CCCCC1NC(=S)NC(=O)c1ccccc1Br (stereo not drawn)	1.2%	8.5	14.1	i	-0.7	924	4.0	2.5	4.9	i	-5.4	-2.6%	.	.	-0.261	-0.315	-0.148	-0.0477
COc1ccc(OC)c(C2=NNC(=NCc3ccc4c(c3)OCO4)SC2)c1	1.8%	14.8	-0.1	i	-1.3	998	1.5	2.6	6.9	i	-22.7	-5.1%	1.17	1294	1.04	-0.171	1.24	-1.95
CN(C)S(=O)(=O)c1cc(NC(=O)COC(=O)c2ccc3c(c2)OCO3)ccc1Cl	1.5%	-14.7	2.0	i	-0.2	1076	3.9	3.5	5.1	i	7.6	7.0%	-0.65	1463	-0.14	-0.238	-0.305	0.00768
CCC(=O)Nc1cccc(NC(=S)NC(=O)c2cccc(C)c2)c1	-0.9%	9.3	-5.2	i	4.4	490	2.0	2.4	12.5	i	8.2	-15.9%	0.02	1357	0.922	0.264	0.662	4.02
CSCCC(NC(=O)c1ccco1)C(=O)OC(C)C(=O)NC(=O)NC1CCCCC1 (stereo not drawn)	-1.0%	-6.1	-6.2	i	0.2	1096	3.2	1.8	7.7	i	-4.9	-3.2%	-0.2	1321	0.752	-0.134	1.27	-1.44
O=C1NC(=O)/C(=C\c2ccccc2OCc2cccc([N+](=O)[O-])c2)N1	-1.8%	-4.9	-16.0	i	1.2	1116	2.2	2.1	3.8	i	-8.7	42.6%	-0.06	1354	0.39	-0.167	0.75	-1.02
CN(C)/C=C1\C(=O)NN=C1c1ccccc1	-1.8%	14.3	-13.4	i	0.3	1019	2.2	1.9	10.1	i	8.2	-6.4%	-0.47	1169	0.983	-0.107	0.678	-1.03
Nc1cc(S(=O)(=O)N2CCOCC2)ccc1Oc1ccc(F)cc1	-0.9%	13.8	1.8	i	0.2	1110	2.3	2.1	21.6	i	-1.1	9.3%	-0.44	1395	-0.647	-0.351	0.0325	0.466
CCCc1cc(-c2nc(N)ncc2-c2csc(C)n2)c(O)cc1OC	0.1%	26.1	-0.3	i	-5.5	1056	1.4	2.2	4.8	i	-5.5	2.0%	-1.57	1433	1.4	-0.353	-0.0474	0.297
CN1CCCC(OC(=O)c2cc(Cl)ccc2Cl)C1 (stereo not drawn)	-3.6%	8.4	7.7	i	-4.2	948	1.6	0.8	6.2	i	-10.4	-0.2%	1.92	1278	2.41	-0.0352	1.79	-0.805
COC(=O)C(CCSC)NC(=O)CNC(=O)C1CCCCC1 (stereo not drawn)	0.4%	-15.9	-3.9	i	-0.8	1039	3.2	1.3	1.5	i	12.1	0.7%	-0.29	1818	-0.316	-0.195	0.1	0.675
Cc1ccc(Oc2nc3c(C)cccn3c(=O)c2/C=C(\C#N)C(N)=O)cc1	1.9%	.	.	i	-0.8	1147	.	.	.	.	.	5.8%	-0.13	1226	-0.222	-0.119	-0.141	-0.984

Assay outcomes: PubChem BioAssay, several laboratories
